Screening data: PubChem BioAssay, National Center for Advancing Translational Sciences (NCATS)
USP1 inh = inhibitors of human USP1/UAF1 deubiquitinase; O94782; recombinant USP1/UAF1, Ub-Rhodamine cleavage fluorescence; Potency, µM (titrated, usually from 57.1 µM), without a hit: at the highest dose activity change, negative = inhibition, hits mostly inhibitors; actives 0.23% (n = 390,000); AID 743255; note: potency is the fitted concentration of half-maximal effect; % is set by controls: 0 for no effect and ±100 for the full control effect; nearly all actives have a fitted effect of over 60% in size; inactives centre near -12
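USP1/UAF1 complex (1 nM) preincubated 15 min at room temperature with compound, then Ub-Rho substrate (150 nM final) added. Kinetic fluorescence at 480/540 nm over 6 reads at 60 s intervals; 50 mM HEPES pH 7.8, 0.5 mM EDTA, 0.1 mg/ml BSA, 1 mM TCEP, 0.01% Tween-20.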
GLS inh = blocks human kidney-isoform glutaminase activity | GLS enzymatic activity, qHTS titration | Potency, µM (highest dose often 45.5 µM), for the others: at the highest dose activity change, negative = inhibition, most hits filed as inhibitors | actives 0.21% (n = 410,000); note: potency is the fitted concentration of half-maximal effect; % is set by controls: 0 for no effect and ±100 for the full control effect
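Enzyme dispensed in phosphate buffer (45 mM, pH 8.2, 0.02% Tween-20), compounds pinned in, then 1 mM L-glutamine solution and the glutamate oxidase–HRP–Amplex Red mix added; fluorescence read immediately and again after 30 min at room temperature.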
mIDH1 inhibitor = blocks human mutant IDH1 R132H enzyme; O75874; IDH1-R132H enzyme, NADPH consumption, diaphorase/resazurin fluorescence; Potency, µM (doses to about 76.6 µM), without a hit: at the highest dose activity change, negative = inhibition, most hits filed as inhibitors; actives 0.093% (n = 390,000); AID 602179; note: potency is the fitted concentration of half-maximal effect; % is set by controls: 0 for no effect and ±100 for the full control effect; nearly all actives have a fitted effect of over 65% in size
Target sequence (O75874 whole entry R132H, stated change not applied): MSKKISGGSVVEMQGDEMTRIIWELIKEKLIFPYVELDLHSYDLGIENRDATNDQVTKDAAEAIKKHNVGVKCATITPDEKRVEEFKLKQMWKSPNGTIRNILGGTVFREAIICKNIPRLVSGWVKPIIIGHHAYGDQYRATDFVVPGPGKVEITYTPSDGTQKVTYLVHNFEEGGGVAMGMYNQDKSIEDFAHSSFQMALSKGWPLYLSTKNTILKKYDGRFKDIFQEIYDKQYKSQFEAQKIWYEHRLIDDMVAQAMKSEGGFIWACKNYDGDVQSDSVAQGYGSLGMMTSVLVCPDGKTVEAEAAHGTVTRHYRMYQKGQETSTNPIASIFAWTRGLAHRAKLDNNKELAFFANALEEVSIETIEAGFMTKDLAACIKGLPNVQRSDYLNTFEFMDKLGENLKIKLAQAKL
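IDH1-R132H (0.5 ug/mL dispensed) in pH 7.5 Tris buffer was preincubated 30 min with compound, then given a substrate mix of 0.016 mM NADPH and 2 mM alpha-KG for 80 min at room temperature; remaining NADPH was read by diaphorase/resazurin fluorescence.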
Pin1 inh = human Pin1 inhibition. Q13526. Pin1 FP peptide displacement, HiFluor488, 10 min. Potency, µM (titrated, usually from 115 µM), inactives show at the top dose activity, negative = inhibition, most hits filed as inhibitors. actives 0.009% (n = 390,000); active = well fitted inhibition curve with a large enough effect in the polarisation, with a control signal flat, not every such curve was filed as active; inconclusive = small, poorly fitted or top-dose-only effect, or effect the other way, or a change in a side signal; inactive = no such curve, though single readings can be large or run the other way; the % refers to the polarisation; note: potency is the fitted concentration of half-maximal effect; % is set by controls: 0 for no effect and ±100 for the full control effect
TrxR1 substrate = is turned over as a substrate by rat TrxR1; O89049; purified TrxR1 substrate turnover, NADPH consumption readout; actives 0.01% (n = 390,000); AID 588456; Potency, µM (top dose mostly 114 µM), inactives show top-dose activity change, negative = substrate turnover; note: potency is the fitted concentration of half-maximal effect; % is set by controls: 0 for no effect and ±100 for the full control effect; nearly all actives have a fitted effect of over 50% in size
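Rat TrxR1, dispensed at 90 nM, was prereduced with 400 uM NADPH (final) for 5 min at ~22 deg C, then incubated with compound 15 min before 400 uM selenite. A first-read NADPH fluorescence drop versus no-compound background flagged substrates.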
PI4K2A inh = inhibitors of human PI4K2A | Q9BTU6 | purified PI4K2A, ADP-Glo luminescence, 1 h; hits give low values | activity change, negative = inhibition, % at 76.9 µM | actives 0.13% (n = 420,000) | AID 1346378; in the data active = activity change below about -50%; inconclusive = mostly about -30% to -49%;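 note: -100% = wells without enzyme as full effect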
Target sequence (Q9BTU6 whole entry, looked up): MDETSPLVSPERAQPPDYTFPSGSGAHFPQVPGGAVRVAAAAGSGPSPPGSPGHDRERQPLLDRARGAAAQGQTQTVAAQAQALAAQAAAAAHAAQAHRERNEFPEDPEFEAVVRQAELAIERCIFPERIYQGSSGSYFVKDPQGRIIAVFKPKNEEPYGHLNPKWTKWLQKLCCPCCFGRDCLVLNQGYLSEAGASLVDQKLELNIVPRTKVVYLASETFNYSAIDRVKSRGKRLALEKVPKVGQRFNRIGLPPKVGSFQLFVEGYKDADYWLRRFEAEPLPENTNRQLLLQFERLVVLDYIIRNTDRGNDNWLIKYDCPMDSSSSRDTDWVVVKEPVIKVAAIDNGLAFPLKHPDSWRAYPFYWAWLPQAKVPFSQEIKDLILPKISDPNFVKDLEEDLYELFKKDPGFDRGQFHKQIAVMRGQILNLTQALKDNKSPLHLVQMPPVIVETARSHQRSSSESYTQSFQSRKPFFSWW
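In this quantitative HTS, ADP production by PI4K2A was quantified luminescently after 1 h at ambient temperature; 100 microM adenosine served as plate-quality control.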
HP1b chromo inh = inhibitors of HP1-beta chromodomain binding to methylated histone tails; P83916; AlphaScreen HP1-beta / biotin-H3K9me3 peptide binding; Potency, µM (highest dose often 114 µM), for inactives: at the highest dose activity change, negative = inhibition, usual class: inhibitors; actives 0.56% (n = 390,000); note: potency is the fitted concentration of half-maximal effect; nearly all actives have a fitted effect of over 70% in size; inactives centre near 23
Target sequence (P83916 whole entry, looked up): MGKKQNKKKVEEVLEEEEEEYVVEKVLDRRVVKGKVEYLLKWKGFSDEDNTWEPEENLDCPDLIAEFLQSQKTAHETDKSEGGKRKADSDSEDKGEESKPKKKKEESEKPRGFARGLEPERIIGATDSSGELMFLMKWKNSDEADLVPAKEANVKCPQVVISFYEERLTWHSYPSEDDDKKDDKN
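Compound inhibition of the preformed complex between 50 nM HP1-beta and 50 nM biotinylated H3K9me3 peptide was read by AlphaScreen. Buffer was PBS pH 7.4 with 0.01% Tween-20. Incubations ran 30 min at room temperature, with 10 ug/mL donor/acceptor beads.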
Tb PGK inh = T. brucei PGK inhibition. PGK/GAPDH coupled, Kinase-Glo luminescence, 60 min. Potency, µM (series often up to 57.5 µM), without a hit: at the highest dose activity change, negative = inhibition, actives largely listed as inhibitors. actives 0.043% (n = 380,000); note: potency is the fitted concentration of half-maximal effect; % is set by controls: 0 for no effect and ±100 for the full control effect; nearly all actives have a fitted effect of over 60% in size
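Luminescent ATP detection (Kinase-Glo Plus) follows a 60-minute room-temperature incubation, with wells lacking PGK as controls. Buffer: 100 mM TEA (pH 7.6), 5 mM MgCl2, 0.01% Tween-20. Coupling enzyme GAPDH (100 nM final) supplies unstable 1,3-BPG in-well.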
TrxR1 inh = inhibitors of rat thioredoxin reductase 1; actives 1% (n = 390,000); Potency, µM (top dose mostly 114 µM), without a hit: at the top dose activity change, negative = inhibition, most hits filed as inhibitors; AID 588453; O89049; recombinant rTrxR1, NADPH fluorescence consumption, selenite substrate; note: potency is the fitted concentration of half-maximal effect; % is set by controls: 0 for no effect and ±100 for the full control effect; nearly all actives have a fitted effect of over 65% in size
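Rat TrxR1 (90 nM in the dispensed reagent) was pre-reduced with 400 uM NADPH for 5 min at room temperature, then incubated with compound for 15 min. After 400 uM selenite was added, NADPH fluorescence (Ex 340/Em 450 nm) was followed for 8 min.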
* marks the source's active call; other numbers are inactive results; i = inactive; ? = inconclusive; . = not tested or not shown; & = joins results of further samples; [ ] = another dose, or the depositor's remark. Unless noted, calls come from the whole dose curve; as a rule, active = well fitted curve in the direction sought with a large enough effect; inconclusive = small, poorly fitted or top-dose-only effect, or another doubt; inactive = no such curve, though single readings can be large; an effect the other way counts as inactive or inconclusive. Not all compounds are listed; rates above refer to the full screens.

SMILES | USP1 inh | GLS inh | mIDH1 inhibitor | Pin1 inh | TrxR1 substrate | PI4K2A inh | HP1b chromo inh | Tb PGK inh | TrxR1 inh
CCOC(=O)N1CCN(Cc2nc3cc(NC(=O)c4ccco4)ccc3n2C)CC1 | -25% | ? | 0% | 1% | -10% | 0 | 34% | -3% | 2%
Cc1nn(Cc2ccc(C(=O)N3CCOCC3)o2)c(C)c1Br | -14% | -15% | 7% | -10% | -7% | 3 | 22% | -8% | ?
Cc1cc(C(=O)NCCCN2CCOCC2)n(-c2ccccc2)n1 | -26% | 4% | 12% | 2% | 6% | -2 | 42%[activator] | i | -1%
COn1c(SCC(N)=O)nc2ccccc2c1=O | -12% | 6% | 0% | 0% | 0% | 19 | 18% | 1% | 6%
Cc1nn(-c2ccccc2)c(C)c1/C=N/NC(=O)c1ccccc1O | -4% | -1% | 2% | 2% | 10%[57.1 µM] | 3 | 13% | -1% | 15%[57.1 µM]
CCN(CC)C(=O)C1CCC(CNS(=O)(=O)c2cccc3cccnc23)CC1 (centres undefined) | -7% | -6% | -3% | -1% | 1% | 7 | 7% | -6% | 8%
CC1CCCCN1CCCNC(=O)CN1C(=O)CSc2ccc(S(=O)(=O)N3CCOCC3)cc21 (centres undefined) | -15%&1% | 2%&-2% | -7%&-17% | -1%&1% | 1% | 10&5 | 21%&11% | -1%&3% | ?
N#Cc1nc(-c2ccc(OCc3ccc(Cl)cc3)cc2)oc1NCc1cccnc1 | -13% | 11% | 0% | -1% | 4% | 4 | 17% | 1% | 13%
CNc1nc(SCC(=O)Nc2ccccc2)nc(N2CCOCC2)n1 | -1% | -5% | 2% | -2% | -11% | 3 | 27% | -5% | -16%
c1ccc(NCCC2OCC3(CO2)COC(CCNc2ccccc2)OC3)cc1 (centres undefined) | -1% | -1% | 0% | -4% | -11%[2.29 µM] | -4 | -28%[57 µM] | i | -13%[2.29 µM]
CCCNC(=O)C(Cc1ccccc1)NC(=O)c1ccccn1 (centres undefined) | -22% | 1% | -11% | -6% | 5%[57.1 µM] | 3 | 45%[activator] | -3% | 15%[57.1 µM]
COc1cc(Cl)c(C)cc1NC(=O)Cn1c(NCCO)nc2ccccc21 | -12% | 0% | 7% | -1% | 7% | -5 | -1% | -8% | 21%
Cc1ccccc1Nc1scc(-c2ccc(Br)cc2)[n+]1-c1ccccc1C | -18% | -3% | 7% | -6% | 8% | 4 | ? | 0% | 47%[activator]
COCC(=O)N(C)c1nnc(-c2cnc(C)cn2)s1 | 0% | 4% | 1% | -2% | 30%[activator] | -2 | 20% | -9% | -19%
O=C(CN1C(=O)C2C3C=CC(C3)C2C1=O)OCC(=O)c1ccc(Cl)c([N+](=O)[O-])c1 (centres undefined) | -8% | 0% | -21% | -7% | 1% | 5 | 14% | i | -19%
CCOc1ccc(NCc2cccn2-c2nnc(N3CCC(C(=O)NCC(C)c4ccccc4)CC3)s2)cc1 (centres undefined) | -15% | -8% | . | 5% | -4% | 1 | 11% | . | 12%
CCCNC1=C(C)C(=O)CC1 | -15% | -2% | -3% | -9% | -4% | -3 | 15% | 6% | -9%
CC(C)(C)CN1CCNC(=O)C1CC(=O)N1CCN(c2ccccc2)CC1 (centres undefined) | -14% | -8% | -10% | 2% | 3% | -1 | 28% | 7% | -17%
Cc1cccc(NC(=O)c2cccc(OC(=S)N3CCOCC3)c2)c1 | -9% | -4% | 2% | 0% | 1% | -1 | 33% | -4% | 12%
Cc1ccc(Nc2nc(N3CCOCC3)nc(N3CCOCC3)n2)cc1 | -9% | -3% | 4% | ? | 4% | 2 | 20% | . | 12%
O=C(c1cc(S(=O)(=O)N2CCCCC2)ccc1Cl)N1CCOCC1 | -6% | 3% | 0% | 2% | 11%[0.0914 µM] | 1 | 9% | 8% | 13%[57.1 µM]
CCOc1ccc(S(=O)(=O)NCCc2csc(-c3ccc(Cl)cc3)n2)cc1 | -13% | -16% | -8% | 2% | -1%[57.1 µM] | -2 | 12%[57 µM] | i | 17%[57.1 µM]
COCCCNC(=O)CS(=O)Cc1nc(-c2cccc(OC)c2)oc1C (centres undefined) | -9% | . | 11% | -4% | -6% | -3 | 20% | 10% | -6%
O=C(COC(=O)c1cc[n+]([O-])cc1)NCCc1ccc(Cl)cc1Cl | -14% | -2% | -9% | 7% | 1% | -2 | 40%[activator] | i | 19%
CCc1ccc(-c2nc(C(N)=O)c3[nH]c(=O)n(-c4ccccc4OC)c3n2)cc1 | -10% | -12% | -5% | 9% | 11% | -6 | 24% | -10% | 17%

Single records, from the list above. Order of screens: USP1 inh | GLS inh | mIDH1 inhibitor | Pin1 inh | TrxR1 substrate | PI4K2A inh | HP1b chromo inh | Tb PGK inh | TrxR1 inh
COn1c(SCC(N)=O)nc2ccccc2c1=O across the screens: -12% | 6% | 0% | 0% | 0% | 19 | 18% | 1% | 6%
CCCNC(=O)C(Cc1ccccc1)NC(=O)c1ccccn1 (centres undefined) across the screens: -22% | 1% | -11% | -6% | 5%[57.1 µM] | 3 | 45%[activator] | -3% | 15%[57.1 µM]
c1ccc(NCCC2OCC3(CO2)COC(CCNc2ccccc2)OC3)cc1 (centres undefined) across the screens: -1% | -1% | 0% | -4% | -11%[2.29 µM] | -4 | -28%[57 µM] | i | -13%[2.29 µM]

New compounds follow:
SMILES | USP1 inh | GLS inh | mIDH1 inhibitor | Pin1 inh | TrxR1 substrate | PI4K2A inh | HP1b chromo inh | Tb PGK inh | TrxR1 inh
COc1ccc(OC)c(-c2cc(C(=O)NCc3ccc(Cl)cc3)no2)c1 | -19%&-18% | -4%&13% | 0%&-30% | 1%&1% | 19%&3% | -2&-2 | 58%&32%[activator] | 11% | 47%&-23%[activator]
Cc1ccc(-c2nc(CS(=O)CC(=O)NCc3ccc(F)cc3)c(C)o2)cc1 (centres undefined) | -20% | -1% | 2% | 6% | 3% | 2 | 16%[57 µM] | -8% | 14%
FC(F)(F)COc1ccc(-c2nnc(SCc3c(Cl)cccc3Cl)o2)cn1 | -14% | 0% | 4% | -3% | 8%[57.1 µM] | -1 | 23% | i | 10%
COc1ccc(NC(=O)C2Cc3ccccc3CN2C(=O)c2ccccc2)cn1 (centres undefined) | -22% | 24% | 22% | ? | -8% | 9 | 18% | 7% | -9%
CCOc1cc(-c2nnc(SCC(=O)NC3CCCC3)nc2-c2ccc(OC)c(OCC)c2)ccc1OC | -25% | -12% | -6% | 0% | 3%[57.1 µM] | 1 | -4% | -4% | 18%[57.1 µM]
C=CCNC(=O)/C(C#N)=C/c1c(C)nn(-c2ccc(Cl)cc2)c1Cl | -16% | 13% | -2% | 2% | -2% | 25 | 24% | . | -7%
COc1cccc(CN(C)CC(=O)NCc2ccccc2Cl)c1 | -18% | 3% | 9% | -1% | -4% | -6 | 24% | -3% | -5%
CC(C)NC(=O)COC(=O)c1ccccc1CSC1=NCCS1 | -8% | 15% | 3% | 3% | -4% | -4 | 3% | 8% | 4%
Cc1ccsc1C(=O)NN=C1CCCCCC1 | -7% | 22% | -4% | 3% | 2% | -1 | 20% | 0% | 21%
COc1ccc(C(CNC(=O)c2nn(-c3ccccc3)c(=O)c3ccccc23)N2CCOCC2)cc1 (centres undefined) | -4% | 2% | -4% | 1% | 1%[57.1 µM] | -3 | 14% | 0% | 13%[57.1 µM]
COc1ccc(NC(=O)c2c(C(F)(F)F)nn(C)c2Cl)cc1 | ? | 3% | 2% | -2% | 7%[57.1 µM] | 0 | 21% | -9% | 16%[57.1 µM]
Cn1ncc2c(Nc3ccc(Cl)cc3)ncnc21 | -17% | -2% | 10% | -1% | -5% | 4 | 5%[57 µM] | 0% | 7%
CCOc1cc(/C=C(/C#N)c2nc3ccccc3[nH]2)ccc1OCc1ccc(C(=O)O)o1 | -25% | ? | 6% | 2% | -16% | -9 | 17% | -18% | -34%
Cc1cccc(N2CCN(C(=O)c3c(C)nn(Cc4ccccc4Cl)c3C)CC2)c1C | -7% | 6% | 1% | 17% | 0%[57.1 µM] | -11 | 29% | -5% | ?
Cc1cc(N(CC(=O)NC2CC2)S(C)(=O)=O)ccc1Br | -9% | 4% | -1% | -8% | -2%[57.1 µM] | 7 | 18% | -2% | 14%[57.1 µM]
Cc1noc(C)c1COc1ccccc1C(=O)NNC(=O)c1ccccc1 | -12% | -2% | 2% | -9% | -7% | -4 | 38% | -9% | 6%
CC1=CC(C)(C)N(C(=O)CCl)c2ccccc21 | -11% | 12% | 6% | -3% | -1% | 4 | 54%[activator] | 3% | -20%
CC(C)(C)c1cc(C(=O)NN)n(Cc2ccc(F)cc2)n1 | -13% | 13% | 5% | 5% | 0% | -7 | 51%[activator] | 0% | 9%
CCCCC(CC)C(=O)Nc1ccccc1C(=O)NC(C)C (centres undefined) | -11% | 1% | 10% | 2% | 7%[57.1 µM] | 2 | 11% | i | 18%[57.1 µM]
COc1cccc(CNS(=O)(=O)c2cc(Br)ccc2Br)c1 | -22% | -5% | 10% | . | . | -2 | . | 0% | .
O=C(O)C1Sc2[nH]c(=O)sc2C2c3cc(Br)ccc3OC(=O)C12 (centres undefined) | -3% | 10µM* | 0% | ? | -4% | -7 | ? | 6% | -9%
COC(=O)c1onc(C(=O)c2ccccc2)c1C(=O)OC | 1% | 0% | 6% | -1% | 1% | 1 | 37% | -5% | 10%
